Screening data from PubChem.
EBNA-1 inhibitor: blocks EBNA-1 binding to DNA; EBNA-1 DNA binding, fluorescence polarization; inhibition, % at 14.8 µM; 0.34% of 300,000 active; AID 1950; in the data active = inhibition above about 28%
ZTA counter: counter-screen for EBNA-1 inhibitors: inhibitors of Epstein-Barr virus ZTA | inhibition, % at 11 µM | AID 2234 | ZTA-DNA binding, fluorescence polarization | P03206 | 0.15% of 320,000 active; in the data active = inhibition above about 33%
RPL19A-GFP yeast: alters RPL19A-GFP fluorescence in TOR pathway yeast screen. AID 2025. percent response vs DMSO, % at 10 µM. 0.3% of 330,000 active. S. cerevisiae RPL19A-GFP strain, flow cytometry, 3 h; stronger effect = lower value;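 active = percent response vs DMSO below 50%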;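 note: median channel GFP fluorescence of the barcoded RPL19A-GFP strain; ratio of sample median GFP to plate DMSO average so 100% = DMSO; lower means less RPL19A-GFP as with rapamycin TOR inhibition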
LAP4 TOR yeast: yeast TOR pathway LAP4-GFP modulation; S. cerevisiae LAP4-GFP multiplex, flow cytometry GFP, 3 h; median GFP as percent of DMSO wells; 0.34% of 320,000 active; AID 2023; GFP response vs DMSO, % at 10 µM;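 active = GFP response vs DMSO above a set limit, about the screen mean plus 3 SD, cut at about 150% in these data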
proCasp7 act: counter-screen: procaspase-7 (human) activation | P55210 | recombinant procaspase-7, Ac-DEVD-pNA absorbance 405 nm; D23A/D198A/D206A triple mutant, cannot self-cleave; scale: DMSO 0, 5 µM enzyme 100 | activation, % at 8.5 µM | 0.093% of 330,000 active;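 active = percent activation above the screen-wide mean plus 3 SD, cut at about 25% in these data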
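Assay system: Uncleavable procaspase-7 mutant enzyme; Input: 2 µM procaspase-7 mutant as dispensed; Also added: DEVD-pNA substrate; Medium: Zinc-free HEPES pH 7.4 with 300 mM NaCl, 0.01% Triton X-100; Timing: 1 h compound preincubation, 2 h substrate cleavage, 25 °C; Measured by: Epi-absorbance of released pNA at 405 nm, two timepoints.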
MEP2-GFP yeast: alters MEP2-GFP fluorescence in TOR pathway yeast screen | S. cerevisiae MEP2-GFP strain, flow cytometry GFP, 3 h; 100% = DMSO control level | GFP response vs DMSO, % at 10 µM | 0.51% of 330,000 active;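 active = GFP response versus DMSO above a set limit, roughly screen mean plus 3 SD, cut at about 180% in these data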;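 note: median GFP fluorescence of the barcode-gated MEP2-GFP cells per well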
AHR act: activators of human aryl hydrocarbon receptor; P35869; AHR-responsive luciferase reporter cells, luminescence; 2.5% of 320,000 active; AID 2796; activation, % at 5 µM; in the data active = activation above about 47%;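 note: 0% = vehicle wells and 100% = reference agonist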
procasp3 activ: activators of human procaspase-3; activation, % at 8.5 µM; recombinant procaspase-3 D3A, Ac-DEVD-pNA absorbance 405 nm; 0.11% of 330,000 active;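 active = activation above the mean of all tested compounds plus 3 SD, cut at about 21% in these data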;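 note: 0% = DMSO alone and 100% = DMSO wells spiked with extra 5 µM PC-3 D3A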
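Compound: 8.5 µM single point, 0.8% DMSO / Material: Autoprocessing-dead procaspase-3 D3A mutant enzyme / Timing: 1 h preincubation plus 2 h reaction at 25 °C / Medium: Zinc-free HEPES/NaCl buffer with 0.01% Triton X-100 at pH 7.4 / Technique: 405 nm absorbance of p-nitroaniline, reads at 0 and 120 min / Repeats: one well per compound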
Numbers without * were called inactive; nt = no result given.

mol	proCasp7 act	ZTA counter	EBNA-1 inhibitor	RPL19A-GFP yeast	AHR act	LAP4 TOR yeast	MEP2-GFP yeast	procasp3 activ
Cc1ccc(S(=O)(=O)N2CCC(=O)N(C(COCc3ccc(Cl)cc3)C(C)C)CC2)cc1 (stereo unspecified)	2	-12	4	97	3	104	89	4
COc1ccccc1NNC(=O)C(O)(c1ccccc1OC)c1ccccc1OC	3	13	-5	102	8	90	105	2
COc1ccc(-c2cc(C(=O)Nc3cccc(S(=O)(=O)NCc4ccco4)c3)c3ccccc3n2)cc1OC	5	-13	3	95	24	103	94	6
Cc1nn2cnnc2c(C)c1Cc1ccc(Cl)cc1	8	-9	-11	107	1	97	108	5
CN(C)c1nc(N/N=C/c2c[nH]c3ccccc23)nc(N2CCOCC2)n1	19	3	-3	100	17	98	100	9
O=C(COC(=O)c1cc[n+]([O-])cc1)Nc1ccc(Cl)cc1[N+](=O)[O-]	4	8	0	97	0	97	103	-11
CC(C)c1nc(Cl)c(C#N)c2c1COC(C)(C)C2	9	-8	2	111	-3	95	112	13
CCn1nc(C(=O)NNC(=O)c2ccccc2)c2ccccc2c1=O	6	15	nt	107	13	108	110	2
CC1CCCCC1NC(=O)CN1C(=O)NC(C)(c2ccc(OC(F)F)cc2)C1=O (stereo unspecified)	-1	3	-10	97	1	98	104	-4
Cc1nn(Cc2ccc(Cl)cc2)c(C)c1NC(=O)c1cc(-c2ccc3c(c2)OCO3)on1	5	-11	7	98	-2	104	108	5
CCCCCCCOC(=O)c1nc(Cl)c(Cl)c(N)c1Cl	-6	14	-3	102	6	87	102	-3
CCNc1nc(NCC)nc(N(C)n2cnnc2)n1	5	-8	0	98	1	87	103	12
COc1ccc2ccccc2c1/C=N/NC(=O)c1cccc(Br)c1	3	3	5	104	27	104	98	0
CCNC(=S)N/N=C1\C(=O)c2cccc3cccc1c23	-6	4	-6	100	28	87	96	-1
Cc1ccc2c(COC(=O)c3c(C)noc3C)cc(=O)oc2c1	2	-1	-16	94	5	102	96	-8
Cn1c2ccccc2c2c(C(=O)NCCCN3CCCC3=O)cn(C3CCCCC3)c(=O)c21	-1	9	1	96	4	nt	93	-5
COc1ccccc1NS(=O)(=O)c1cc(NC(C)=O)ccc1N1CCCCC1	-14	-7	-16	99	0	109	100	-8
Cc1cccc(C)c1NC(=O)COC(=O)c1c(C)nn(-c2ccccc2)c1C	8	-10	nt	98	1	101	92	9
CCOC(=O)c1ccc(OCCOc2ccccc2C)cc1	1	-1	-1	93	8	82	90	5
O=C(Cc1c[nH]c2ccccc12)N/N=C/c1ccc(F)cc1	4	12	15	100	1	93	99	7
O=C(O)Cc1sc(NCc2ccco2)nc1-c1ccccc1	-4	8	2	100	2	89	101	6
Cc1ccc(NC(=O)CN(C)C(=O)CSc2ccccc2F)cc1	8	nt	nt	108	2	100	107	2
Cc1onc(-c2ccccc2Cl)c1C(=O)Nc1ccc(F)c(F)c1	3	4	0	101	-3	102	110	8
O=C(Cn1cnc2ccccc2c1=O)N1CCN(c2ccc(F)cc2)CC1	-1	-30	-15	91	1	98	98	-3
NC(=O)CSc1nnc(NC(=O)C23CC4CC(CC(C4)C2)C3)s1	9	-3	0	101	6	100	99	-4
NC(=O)C1CCN(C(=O)CCc2nc3sc4c(c3c(=O)[nH]2)CCCC4)CC1	2	2	6	89	3	96	93	9
CN(C(=O)c1cccc(NC(=O)c2ccccc2)c1)C1CCCCC1	1	-6	5	103	6	102	98	13
COCCn1c(=N)c(C(=O)NCCc2ccc(OC)cc2)cc2c(=O)n3cccc(C)c3nc21	-5	5	7	109	-2	113	115	-6
CCC(c1nnnn1CCOC)N(Cc1ccc(C)cc1)Cc1cc2cc(OC)ccc2[nH]c1=O (stereo unspecified)	0	3	0	97	6	100	106	-1
CCOC(=O)C1CCN(c2c(Nc3ccc(C)c(C)c3)c(=O)c2=O)CC1	3	-10	-1	99	4	103	98	2
NC(=O)C1CCN(C(c2ccccc2Cl)c2nnnn2Cc2ccc3c(c2)OCO3)CC1 (stereo unspecified)	9	2	7	92	0	nt	86	1
CCOC(=O)N1CCN(c2nc(C)c3c(n2)CCCC3=O)CC1	0	5	-5	96	-11	79	97	0
COc1cc(C2Nc3cc(C)c(C)cc3NC3=C2C(=O)CC(C)(C)C3)ccc1OC(C)=O (stereo unspecified)	7	-11	0	101	61*	96	105	2
O=C(NCCNc1ccccc1[N+](=O)[O-])c1ccccc1F	-2	-10	-4	106	39	94	105	3
CCc1ccccc1NC(=O)CN1CCN(C(=O)CNC(=O)Cc2cccc3ccccc23)CC1	1	-5	nt	98	2	97	95	4
C=CCc1ccc(O)c(-c2ccc(O)c(CC=C)c2)c1	-8	4	-3	96	1	106	102	-3
CN(C)c1ccc(C(C#N)c2ccccc2)nn1 (stereo unspecified)	5	0	-6	96	4	97	99	-6
FC(F)(F)c1nc2ccccc2nc1N/N=C/c1c(Cl)cccc1Cl	-1	-3	-4	102	7	105	123	1
CC(C)CC1NC(=O)N(CC(=O)N2CCN(S(=O)(=O)c3ccc(Cl)cc3)CC2)C1=O (stereo unspecified)	-8	-2	2	100	-1	103	104	4
CCOC(=O)Nc1ccc(C(N)=O)cc1	1	3	12	109	-1	90	95	-1
CCc1ccccc1NC(=O)c1cc(-c2ccc(F)cc2)on1	8	5	-2	94	-3	98	93	-3
C=C(C)CSc1nc(N)cc(=O)[nH]1	-7	1	2	101	-1	101	103	-2
Cc1cc(C(=O)C(C)OC(=O)c2ccc(NC(=O)CC#N)cc2)c(C)n1-c1ccc(OC(F)F)cc1 (stereo unspecified)	1	-1	nt	104	3	107	110	2
Cc1ccc(C(C(=O)NCCc2ccccc2)N(C(=O)c2csnn2)C2CC2)cc1 (stereo unspecified)	-9	-4	-16	95	6	92	102	-5
CC(=O)c1c(C)[nH]c(C(=O)OCc2ccc(Br)cc2)c1C	-3	2	-10	97	19	101	100	7
CC1C(=O)C(C)C(c2ccc(Cl)cc2)NC1c1ccc(Cl)cc1 (stereo unspecified)	-5	-7	-3	98	-1	107	105	-2
O=C(Nc1cccc(S(=O)(=O)Nc2ccc(Cl)cc2)c1)c1ccc[n+]([O-])c1	1	3	-2	97	1	101	96	6
COc1cc(C2C3=C(CC(C)(C)CC3=O)OC(N)=C2[N+](=O)[O-])ccc1O (stereo unspecified)	2	-13	-1	107	0	99	108	5
Cc1cc(=O)oc2cc(OC(C)C(=O)NC3CCCC3)ccc12 (stereo unspecified)	-8	4	7	86	0	157*	193*	0
CCOC(=O)c1cnc2nc(Cc3ccccc3)[nH]n2c1=O	4	16	-6	101	1	108	101	-1

A different layout for some results above.
> CCc1ccccc1NC(=O)CN1CCN(C(=O)CNC(=O)Cc2cccc3ccccc23)CC1
  proCasp7 act = 1
  ZTA counter = -5
  EBNA-1 inhibitor = nt
  RPL19A-GFP yeast = 98
  AHR act = 2
  LAP4 TOR yeast = 97
  MEP2-GFP yeast = 95
  procasp3 activ = 4
> COCCn1c(=N)c(C(=O)NCCc2ccc(OC)cc2)cc2c(=O)n3cccc(C)c3nc21
  proCasp7 act = -5
  ZTA counter = 5
  EBNA-1 inhibitor = 7
  RPL19A-GFP yeast = 109
  AHR act = -2
  LAP4 TOR yeast = 113
  MEP2-GFP yeast = 115
  procasp3 activ = -6
> C=CCc1ccc(O)c(-c2ccc(O)c(CC=C)c2)c1
  proCasp7 act = -8
  ZTA counter = 4
  EBNA-1 inhibitor = -3
  RPL19A-GFP yeast = 96
  AHR act = 1
  LAP4 TOR yeast = 106
  MEP2-GFP yeast = 102
  procasp3 activ = -3
> CN(C)c1ccc(C(C#N)c2ccccc2)nn1 (stereo unspecified)
  proCasp7 act = 5
  ZTA counter = 0
  EBNA-1 inhibitor = -6
  RPL19A-GFP yeast = 96
  AHR act = 4
  LAP4 TOR yeast = 97
  MEP2-GFP yeast = 99
  procasp3 activ = -6

Later entries:
mol	proCasp7 act	ZTA counter	EBNA-1 inhibitor	RPL19A-GFP yeast	AHR act	LAP4 TOR yeast	MEP2-GFP yeast	procasp3 activ
COc1ccc(NC(=O)COc2ccc(Br)cc2)c(OC)c1	0	7	27	103	1	94	103	4
O=C(Nc1ccccc1F)C1CCCN(S(=O)(=O)c2cccc3cccnc23)C1 (stereo unspecified)	1	7	14	97	0	101	99	0
CC(C)n1cnc2cc(NCc3ccco3)ccc21	-3	5	-8	103	6	103	104	-1
N#C/C(=C(/O)COC(=O)c1ccccc1O)c1nc2ccccc2s1	0	9	5	100	40	97	99	-9
O=C(NCc1ccccc1)c1nnc(CS(=O)(=O)c2ccccc2)o1	1	1	10	99	-5	112	101	7
CSc1nc(Sc2ccc(Cl)cc2)c2ccccc2n1	-4	-9	-10	97	2	93	96	-5
Cc1ccc(-n2c(SCC(N)=O)nc3c(oc4ccccc43)c2=O)cc1	2	-2	4	100	3	83	97	-3
c1ccc(-c2onc3c2CCCC3)cc1	2	-11	-1	99	-6	97	103	4
O=C(NNS(=O)(=O)c1ccc(Cl)cc1)c1ccc(S(=O)(=O)N2CCCCC2)cc1	-8	2	15	97	-2	87	113	-10
C=CCOC(=O)C1=C(C)NC(C)=C(C(=O)OCC=C)C1c1cccs1	8	0	6	97	17	99	96	-3
CCN(Cc1ccccc1)C(=O)COC(=O)c1cc(S(=O)(=O)Nc2ccccc2OC)ccc1O	7	nt	nt	96	0	114	100	3
C#CCOCCOCCOCCNc1nc(N2CCN(C(=O)C([C@@H](C)O)n3cc([C@@H](N)CCCCN)nn3)CC2)nc(N2CCN(C(=O)[C@H](CCC(=O)O)n3cc([C@@H](N)CCCCN)nn3)CC2)n1 (stereo partly specified)	-3	nt	nt	95	-1	105	107	6
COC(=O)/C=c1\[nH]c2nnc(C)n2c1=O	8	-10	-6	105	2	116	105	-3
Cc1ccc(-c2csc(NCCn3c(-c4ccncc4)nc4cc(C(F)(F)F)ccc43)n2)cc1	5	nt	nt	102	11	80	95	-5
C[C@@H](C(=O)N[C@H](C(=O)O)c1ccccc1)n1nnc2ccccc2c1=O	-6	-6	-10	100	1	91	97	5
Cc1ccc(/C=N/NC(=O)c2ccc3ccccc3c2)s1	-2	-1	17	104	1	88	95	-2
COc1cc(CN2CCCCCC2)cc(OC)c1	6	7	-1	99	2	94	108	1
COc1ccc(N2CCN(C(=O)c3ccccc3NS(=O)(=O)c3ccccc3)CC2)cc1	8	10	4	97	1	102	98	-4
NC(=O)CC(NC(=O)Cc1ccc(Br)cc1)c1ccc(NCc2cc(F)ccc2F)c([N+](=O)[O-])c1 (stereo unspecified)	-8	-10	-3	96	4	102	88	-7
O=C(CSc1nc2ccccc2c(=O)n1Cc1ccc(C(=O)NC2CC2)cc1)NCc1ccco1	-11	10	-1	96	0	88	99	-9
CCOC(=O)c1sc(NC(=O)c2ccc(S(=O)(=O)N3CCCCC3)cc2)nc1-c1ccccc1	-1	-1	6	94	1	79	95	-1
O=C(CSc1ccc2c(c1)OCCO2)Nc1ncccc1O	0	-4	-4	95	5	104	97	-4
COc1ccc(N2C(=O)C3CCCN3C2c2ccccc2OC)cc1 (stereo unspecified)	-4	-1	5	99	0	109	108	-2
Cc1cc2c([nH]c3ccccc32)c2c1OC(C)(C)C=C2	-8	-4	-1	96	102*	101	102	7
COc1ccccc1C(=O)COC(=O)COc1ccc(C#N)cc1	-2	nt	nt	101	0	99	114	-1
CCc1cc(-c2n[nH]c(C)c2-c2nc3ccccc3s2)c(O)cc1OCC(=O)NN	-4	-1	-12	96	28	97	100	3
COc1ccc(C(=O)NC(=S)Nc2cccnc2)cc1[N+](=O)[O-]	-8	-4	-6	100	59*	98	95	-5
CN1CCN(c2nc(C(N)=O)cc(-c3ccccc3)n2)CC1	10	21	-4	95	31	nt	91	6
CN(C)/C=C1\C(=O)Oc2ccccc2C1=O	4	3	-1	101	-1	103	101	-3

Compounds as they come; any-hit rate near 3.8%.
